Screens as filed in PubChem BioAssay.
PREPL inhibitor = human PREPL enzyme inhibition; Q4J6C6; recombinant PREPL, fluorescence polarization activity-based probe; inhibition, % at 5.96 µM; actives 0.68% (n = 320,000); AID 2751; in the data active means inhibition above about 43%;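 further: 0% = enzyme with DMSO and 100% = wells lacking enzyme; many of its hits are not listed in these tables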
Target sequence (Q4J6C6 whole entry, looked up): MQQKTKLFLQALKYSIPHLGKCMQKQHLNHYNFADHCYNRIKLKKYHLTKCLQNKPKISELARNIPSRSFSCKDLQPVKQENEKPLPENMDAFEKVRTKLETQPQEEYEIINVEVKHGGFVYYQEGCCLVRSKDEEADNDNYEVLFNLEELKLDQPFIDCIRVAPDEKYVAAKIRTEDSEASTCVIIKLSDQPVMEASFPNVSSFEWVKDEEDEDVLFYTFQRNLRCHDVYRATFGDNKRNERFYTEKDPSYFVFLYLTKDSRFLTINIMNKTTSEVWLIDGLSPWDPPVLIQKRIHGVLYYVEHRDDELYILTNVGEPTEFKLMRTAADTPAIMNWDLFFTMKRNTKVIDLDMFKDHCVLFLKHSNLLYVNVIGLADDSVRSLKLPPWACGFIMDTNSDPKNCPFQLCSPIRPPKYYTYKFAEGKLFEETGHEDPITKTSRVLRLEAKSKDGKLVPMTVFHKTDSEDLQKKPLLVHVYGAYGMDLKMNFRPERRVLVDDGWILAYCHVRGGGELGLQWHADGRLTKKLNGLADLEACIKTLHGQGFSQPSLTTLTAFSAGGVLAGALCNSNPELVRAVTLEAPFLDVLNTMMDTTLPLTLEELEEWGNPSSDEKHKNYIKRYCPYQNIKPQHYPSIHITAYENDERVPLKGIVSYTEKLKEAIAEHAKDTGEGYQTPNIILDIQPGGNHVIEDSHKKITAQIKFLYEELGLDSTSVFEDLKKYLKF
PP1 inh = blocks human PP1-alpha phosphatase, a PP5 counter-screen; purified PP1alpha, OMFP fluorescence; inhibition, % at 6.7 µM; actives 0.9% (n = 320,000);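 active means inhibition above the mean inhibition of all tested compounds plus 3 SD, computed separately for each screening campaign, cut at about 15% in these data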
Target sequence (P62136 whole entry, looked up): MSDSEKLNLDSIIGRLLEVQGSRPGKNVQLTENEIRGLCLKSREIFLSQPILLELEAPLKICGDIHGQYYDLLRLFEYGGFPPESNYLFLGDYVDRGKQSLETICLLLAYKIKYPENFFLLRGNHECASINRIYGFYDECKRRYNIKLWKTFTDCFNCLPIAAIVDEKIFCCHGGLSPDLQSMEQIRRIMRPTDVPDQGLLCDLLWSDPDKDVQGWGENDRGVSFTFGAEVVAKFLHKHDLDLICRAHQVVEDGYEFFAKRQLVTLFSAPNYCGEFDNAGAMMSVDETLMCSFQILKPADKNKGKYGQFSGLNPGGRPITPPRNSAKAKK
TPT1 inhibitor = blocks Candida albicans tRNA 2'-phosphotransferase; inhibition, % at 5 µM; actives 0.81% (n = 300,000); recombinant caTPT1, FP RNA substrate dephosphorylation;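 active means inhibition above the mean of all tested compounds plus 3 SD, set per screening campaign, cut at about 24% in these data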;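 further: plate controls were DMSO alone for no effect and ferristatin control at 100 nM for full effect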
LYPLA2 counter = counter-screen for PME1 inhibitors: inhibitors of human LYPLA2. recombinant LYPLA2, FP-Rh probe fluorescence polarization. O95372. inhibition, % at 5.9 µM. actives 0.38% (n = 320,000);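 active means inhibition above the screen-wide mean plus 3 SD, limit set per campaign, cut at about 26% in these data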;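 further: 0% = LYPLA2 with DMSO and 100% = wells lacking LYPLA2 enzyme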
GASC-1 inh = blocks human GASC-1 demethylase activity. inhibition, % at 2.35 µM. GST-JMJD2C(1-420) H3K9me3 demethylation, DELFIA europium. Q9H3R0. actives 0.069% (n = 330,000);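 active means more than half of a compound's replicate wells show inhibition beyond 50%, single wells judged on their own value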;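 further: signal counts dimethyl H3K9 product captured on neutravidin plate; 0% = median of DMSO wells and 100% = 0.3 times that DMSO median; strong numbers were not always called active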
Fh CTSL1 inh = counter-screen for PFM18AAP inhibitors: inhibitors of F. hepatica cathepsin L1; actives 0.49% (n = 300,000); recombinant F. hepatica cathepsin L1, Z-Leu-Arg-MCA fluorescence; inhibition, % at 5.96 µM;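 active means inhibition above the mean of all tested compounds plus 3 SD, set per screening campaign, cut at about 17% in these data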;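 further: 0% = plate median of test compound wells and 100% = 1 µM Z-Phe-Ala-diazomethylketone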
PP5 inh = blocks human protein phosphatase 5 activity | purified PP5c, OMFP substrate fluorescence | inhibition, % at 6.7 µM | actives 0.18% (n = 320,000);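 active means inhibition above the campaign's mean inhibition across all tested compounds plus 3 SD, cut at about 9.5% in these data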;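 further: 0% = DMSO only and 100% = 100 µM cantharidin control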
core dimer inh = HCV core protein dimerization inhibition; inhibition, % at 5 µM; AID 1899; TR-FRET GST/Flag-core106 dimerization, 1536-well; actives 0.33% (n = 300,000);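 active means inhibition above the mean of all tested compounds plus 3 SD, set per screening campaign, cut at about 45% in these data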
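Material: Tagged HCV core106 pair (GST and Flag) | Amount: GST-core106 13.5 nM, Flag-core106 17 nM | Medium: KF-containing HEPES buffer, pH 7.45, DTT, CHAPS, BSA | Reagent: Eu donor and XL665 acceptor anti-tag antibodies | Schedule: 4 h at 22.5 °C | Technique: Time-resolved FRET, ex 340 nm, em 617 and 671 nm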
Efflux pump mplx = inhibitors of Candida antifungal efflux pumps expressed in yeast; S. cerevisiae Candida pump triplex, Nile Red efflux; inhibition, % at 10 µM; actives 0.44% (n = 330,000);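 active means plate passing quality check with inhibition over a set limit, or well fluorescence over plate mean plus 4 SD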;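 further: Nile Red retained in pooled yeast measured as flow cytometry median fluorescence; 0% = buffer negative control and 100% = Enniatin B positive control; higher means more Nile Red kept so more efflux inhibition; some compounds called inactive have numbers as strong as hits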
* = called active by the depositor; . = no result given.

structure,GASC-1 inh,PP1 inh,core dimer inh,PREPL inhibitor,Efflux pump mplx,Fh CTSL1 inh,TPT1 inhibitor,PP5 inh,LYPLA2 counter
CC(=O)Nc1cccc(NC(=O)CSc2nc(=O)n(Cc3ccncc3)c3c2CCC3)c1,-1,-4,3,7,-0.1,0,-3,4.1,2
CCOC(=O)N/N=C/c1ccccc1F,3,5,-3,13,0.3,3,2,3.8,2
O=C(c1cc(-c2ccccc2)on1)N1CCCCCC1,-4,-2,5,1,0.0,5,0,2.5,3
CCCNC(=O)CN1C(=O)NC(Cc2c[nH]c3ccccc23)C1=O (configuration not stated),-14,3,1,15,-0.2,4,3,-1.5,6
COc1ccccc1-c1cn(S(=O)(=O)c2ccc(F)cc2)nc1N,28,-1,0,-17,-0.1,-1,-2,3.1,0
O=C(CSc1nnc(NC(=O)c2c(F)cccc2F)s1)Nc1ccccc1F,-3,0,13,-4,0.1,2,-3,3.3,3
CC1=C(C#N)C(=O)N(C2CCS(=O)(=O)C2)C(=O)/C1=C\c1ccc(C)o1 (configuration not stated),-5,0,25,1,0.1,0,6,-0.8,0
O=C(NCc1ccccc1)c1nnc(CS(=O)(=O)c2ccccc2)o1,8,-3,-4,6,0.0,1,0,-1.8,-5
Cc1ccc(-c2nc3ccccc3o2)cc1NC(=O)Cc1cccs1,-5,1,0,17,0.1,-3,2,2.1,1
O=C(CN1CCN(C(=O)c2ccccc2)CC1)Nc1ccc(Cl)cc1F,-7,1,-1,8,-0.2,3,-3,1.2,20
CCc1ccc(OCC(=O)Nc2ccc(N3CCN(S(C)(=O)=O)CC3)cc2)cc1,34,-3,4,6,0.1,-3,-1,0.6,2
CCc1ccc2[nH]c(=O)c(CN(CC3CCCO3)C(=S)NCc3ccco3)cc2c1 (configuration not stated),1,-1,12,0,0.0,5,-1,3.1,0
O=C(COc1coc(CN2CCN(Cc3ccccc3)CC2)cc1=O)Nc1ccccc1,-1,-5,-6,18,-0.1,-2,-7,-1.7,7
Cc1cc(C)nc(NC(=O)c2cc3ccccc3o2)n1,1,-1,-1,12,-0.1,2,-4,0.4,0
CN(C)c1ccc(C(=O)Nc2cccc(S(=O)(=O)N3CCCC3)c2)cc1,.,0,.,9,0.6,.,.,0.9,3
O=C(NCCc1nc2ccccc2[nH]1)/C(=C/c1ccc2c(c1)OCO2)NC(=O)c1ccccc1,0,0,-1,1,0.0,1,-1,-0.1,-3
CCOc1nc(-c2ccc(OC)cc2)ccc1-c1noc(C)n1,6,-1,1,-6,0.0,2,2,6.0,-2
COc1cc(NC(=O)c2noc3c2CCCC3)c(OC)cc1Cl,141,11,2,-8,0.5,-12,6,0.7,-3
O=C(NNc1nc2cc3c(cc2s1)OCO3)c1ccc(F)cc1,4,-1,-12,9,-0.5,-5,0,0.2,4
O=C(O)Cn1c(C(F)(F)F)nc2ccccc21,0,-12,-3,13,0.4,-3,0,3.4,0
c1ccc(Cc2cc[n+](Cc3ccccn3)cc2)cc1,-7,0,1,19,-0.1,-1,-4,0.1,1
Cc1ccccc1NC(=O)c1ccc(OCc2c(C)noc2C)cc1,-6,1,.,3,0.0,.,.,3.0,4
Cc1ccc(S(=O)(=O)CC(=O)Nc2nnc(C(C)C)s2)cc1,-5,-3,-13,17,-0.2,2,-4,-2.5,-4
CCC(Oc1ccccc1)C(=O)Nc1ccccc1OC (configuration not stated),29,-4,0,8,-0.1,-2,0,5.5,-1
COCC(=O)Nc1ccccc1C(=O)Nc1ccc(OC)cc1,-3,0,-8,8,0.0,0,0,0.8,3
Cc1ccc(NC(=O)CCC(=O)N/N=C/c2coc3ccccc3c2=O)cc1,44,3,1,-13,0.1,-2,3,2.1,2
O=C(NCC1CCCO1)c1ccc(OC2CCN(C(=O)C3CC3)CC2)cc1 (configuration not stated),-4,1,-4,-4,-0.1,0,-5,-2.1,7
Cc1ccccc1C(=O)Nc1ccnn1C1CCN(Cc2ccc(CO)o2)CC1,5,0,-10,10,0.1,7,-1,3.0,14
O=C(CSc1ncccn1)Nc1cccc2ccccc12,-1,-1,-1,13,-0.1,-1,-2,1.7,12
O=C(CCCNS(=O)(=O)c1cccc2nsnc12)NCCc1ccccc1,0,-2,-4,-5,0.1,-5,0,1.9,-4
CCOC(=O)c1cc(C(=O)OCC)c2cc(Br)ccc2n1,2,-2,7,7,-0.1,1,1,-0.4,-3
CCc1nnc(NC(=O)CN2CCN(Cc3ccc(F)cc3)CC2)s1,3,-2,-2,-2,-0.1,-1,1,-2.2,1
COc1ccccc1N(C)S(=O)(=O)c1ccc(C(=O)NCCc2ccc(F)cc2)cc1,14,2,11,0,-0.1,-3,-3,0.6,-4
Cc1ccc(C)c(NC(=O)c2cc(-c3cc(C)c(C)cc3O)n[nH]2)c1,-25,5,-5,13,0.0,4,-4,0.8,-4
CCN1CCN(CC(O)COc2ccc3c(C)cc(=O)oc3c2)CC1 (configuration not stated),19,2,-2,1,-0.1,-1,-3,1.5,-6
COC(=O)c1ccccc1NC(=O)c1cc(-c2ccc(C)cc2)on1,7,2,1,9,-0.3,-3,-2,0.9,0
Cn1c(SCC(=O)NC2CCCCCC2)nnc1-c1cccs1,3,2,-4,1,-0.1,-1,-1,-0.8,5
CCOC(=O)CSc1n[nH]c(NC(=O)CC)n1,-8,0,7,3,-0.1,-4,2,-1.2,-4
Cc1cccc(N2CCN(C(=O)c3ccc(CNc4c(N5CCC(C)CC5)c(=O)c4=O)cc3)CC2C)c1 (configuration not stated),-9,-3,10,24,0.1,2,-2,2.2,26
Cn1c(=O)c2c(ncn2CC(=O)OCC(=O)Nc2ccc(Cl)cc2Cl)n(C)c1=O,0,-2,3,5,-0.1,1,-3,3.7,-4
CC(C(=O)NC1CCCC1)N(Cc1ccco1)C(=O)c1snc(C(=O)NC2CCCC2)c1N (configuration not stated),-3,1,-5,-9,-0.1,1,1,3.6,-6
c1ccc(-c2cccc(-c3ccccc3)n2)cc1,9,1,0,0,-0.3,0,-1,1.1,2
Cc1nc(SCC(=O)NCCc2ccc(Cl)cc2)nc(C)c1C,4,-6,-4,1,-0.1,0,-1,0.4,4
CSc1ncc(CN2CCCCC2C(=O)Nc2ccc(Oc3ccccc3)nc2)cn1 (configuration not stated),7,-7,4,10,0.1,0,1,5.8,-1
N#Cc1cnn(-c2nc(SCc3ccccc3)nc3sc4c(c23)CCCC4)c1N,-5,9,-4,4,0.2,-3,2,-0.7,-13
CC(=O)c1ccc(Oc2cnccn2)cc1,-2,-4,4,2,0.0,1,1,1.4,-1
O=c1sc2ccccc2c(N2CCN(c3ccccc3)CC2)c1[N+](=O)[O-],5,6,-1,8,-0.1,-2,-1,-1.9,-3
CCC(=O)Nc1c2c(nn1-c1ccccc1)CSC2,-3,-4,-1,0,-0.1,0,-1,0.7,-7
COc1ccc(CCN2C(=O)NC(NS(=O)(=O)c3ccc(N)cc3)(C(F)(F)F)C2=O)cc1OC (configuration not stated),-5,-3,-12,-5,-0.4,-3,-1,1.3,-3
O=C(Nc1cccc(Cl)c1)c1ccc(NCC2CCCO2)c([N+](=O)[O-])c1 (configuration not stated),8,0,11,0,0.1,5,1,-1.6,-7

The results go on.
structure,GASC-1 inh,PP1 inh,core dimer inh,PREPL inhibitor,Efflux pump mplx,Fh CTSL1 inh,TPT1 inhibitor,PP5 inh,LYPLA2 counter
COc1ccc(CNC(=O)COC(=O)c2cccnc2Nc2cccc(C(F)(F)F)c2)cc1,-4,-3,-5,1,0.0,-1,-5,1.9,-2
Cc1ccc(NC(=S)N(CCCN2CCOCC2)Cc2ccco2)cc1,-2,2,-9,-2,-0.2,-1,-2,1.3,0
COc1ccc(NC(=S)NCc2ccc3c(c2)OCO3)cc1,10,-1,-1,-2,0.0,1,-5,2.5,-3
CCCCSc1nnc(CCCCCNC(=O)OC(C)(C)C)o1,0,0,2,0,0.1,0,0,0.8,6
Cc1[nH]c2ccccc2c1C(=O)CN1C(=O)NC(C)(c2ccc(Cl)cc2Cl)C1=O (configuration not stated),-6,0,-3,-28,0.6,-2,0,4.5,-1
COc1ccccc1N(C)S(=O)(=O)c1ccc(Cl)c(C(=O)N2CCC2)c1,3,-2,0,-4,0.1,1,8,4.5,-1
Cc1cc(/C=N/NC(N)=S)c(C)n1-c1cccc(Cl)c1,-6,60*,8,3,0.0,14,5,-0.1,1
Cc1ccc(NC(=O)c2sc3nc[nH]c(=O)c3c2C)c(C)c1,-2,-11,-13,2,-0.1,11,5,-2.1,2
O=C(CCNS(=O)(=O)c1ccccc1)N1CCCCCC1,2,-2,-18,9,-0.1,8,-4,-0.3,0
O=C(COc1ccccc1Cl)NCCNC(=O)c1ccncc1,-4,-5,3,-5,0.0,-4,-4,1.2,-9
N#C/C(=C\c1ccc(N2CCOCC2)cc1)c1ccccc1,6,6,-3,-1,0.2,4,3,5.2,1
O=C(Oc1ccc(N2C(=O)C3C4CCC(C4)C3C2=O)cc1)c1ccco1 (configuration not stated),-9,0,11,26,0.1,-3,2,-2.1,3
CCOc1ccccc1NC(=O)C(OC(=O)c1ccc(N(C)C)cc1)c1ccccc1 (configuration not stated),-1,-2,4,0,-2.5,-2,1,2.2,2
CNC(=O)NC(=O)CSc1nc2cc(C(=O)OC)ccc2c(=O)n1-c1ccccc1,-6,-1,-3,5,-0.1,1,-4,-0.2,0
Cc1cc(C)c(C)c(S(=O)(=O)N2CCSCC2)c1C,-4,1,-8,14,-0.1,-4,-1,2.0,5
O=C(NCc1ccccc1)C(=O)NCC(c1ccco1)N1CCN(c2ccccc2F)CC1 (configuration not stated),-6,0,3,-49,0.3,-1,-1,4.4,22
O=[N+]([O-])c1ccccc1/C=N/N1CCN(Cc2ccccc2)CC1,5,2,1,-9,0.0,0,-2,0.0,0
CCCn1c(SCC(=O)Nc2ccc(S(=O)(=O)N(C)C)cc2)n[nH]c1=O,8,-3,1,12,-0.1,1,-2,-0.9,3
CCn1c(SCC(=O)Nc2ccc(NC(=O)c3ccco3)cc2)nnc1-c1cccs1,8,-2,6,-1,0.1,-1,11,3.0,3
c1coc(CNCC2OCCc3ccccc32)c1 (configuration not stated),-6,-3,2,3,1.3,3,0,2.4,-6
COc1ccc(NC(=S)Nc2ccccc2C(F)(F)F)cc1,13,0,-4,-1,-0.1,-3,-3,2.4,6
O=C(NNC(=O)C1CCC(C(=O)NNC(=O)c2cccs2)CC1)c1cccs1 (configuration not stated),3,2,2,-8,0.0,3,0,0.9,-3
O=C(CSCc1nc2ccccc2[nH]1)Nc1ccc(Oc2ccccc2)cc1,5,3,-1,-4,0.1,-1,-3,6.1,-8
CC(=O)N(CCCN(C)C)CCC(C)CCC=C(C)C (configuration not stated),5,-5,-1,10,-0.1,0,-3,-1.5,0
c1ccc2nc(N3CCCC3)c(N3CCCC3)nc2c1,7,0,1,1,0.1,-3,-10,0.3,6

Some of the compounds tested. The share of hits here may be higher or lower than overall.
